Tat transport = inhibitors of E. coli Tat protein transport; actives 0.036% (n = 340,000); inhibition, % at 10 µM; AID 488895; E. coli MC4100 TorA-mCherry Tat export, fluorescence;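 active means mean replicate inhibition at least 50% and at least half of replicates individually reaching 50%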;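 further: exported cargo escapes ClpAP degradation while cytoplasmic cargo is degraded and loses fluorescence; 0% = median of neutral control wells and 100% = median of NaSCN control wells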
phage Ecoli inh = E. coli growth loss with phage present; growth absorbance; inhibition, % at 11.9 µM; actives 0.26% (n = 360,000); AID 651602; in the data active means inhibition above about 11%
PKA-R1A act = activators of PKA-R1A complex. P00514+P68181. PKA-R1A dissociation, Cy5-IP20 fluorescence polarization; scaled: DMSO 0%, 113 µM cGMP 100%. activation, % at 11.4 µM. actives 0.083% (n = 340,000);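 active means percent activation above the mean of all tested compounds plus 3 SD, cut at about 19% in these data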;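 further: higher means more PKAc released from R1A so a rise in polarization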
AddAB inh = less growth of phage-infected E. coli with AddAB. E. coli expressing H. pylori AddAB, absorbance growth. inhibition, % at 11.9 µM. actives 0.29% (n = 330,000). AID 435030; in the data active means inhibition above about 12%;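 further: 0% = vehicle wells of infected cells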
E coli growth = reduces bacterial viability in AddAB counter-screen; E. coli V3065 growth, OD600 absorbance, 18 h; inhibition, % at 11.9 µM; actives 0.27% (n = 330,000); AID 449728;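 active means inhibition above the campaign's mean inhibition across all tested compounds plus 3 SD, cut at about 9.9% in these data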;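 further: uninfected addAB+ strain grown without phage in ampicillin broth; 0% = DMSO wells and 100% = ciprofloxacin 0.95 µg/ml wells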
Arrestin-AP2 inh = inhibitors of human beta-arrestin and AP2 interaction | inhibition, % at 10 µM | FITC-arrestin peptide / GST-AP2 beads, flow cytometry; AP2 beta2 appendage carries R879A mutation | actives 0.31% (n = 340,000) | AID 504490;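 active means inhibition above a set limit, near 3 SD of compounds lacking own fluorescence, cut at about 54% in these data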;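 further: plate controls were DMSO wells for no effect and 5 µM unlabelled arrestin peptide for full effect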
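System: GST-AP2 R879A glutathione beads | Also added: FITC-arrestin peptide, 50 nM | Times: 12 min plus 1 h, RT | Signal: Bead flow cytometry, FITC channel | Buffer or medium: PBS with 0.05% Tween 20 and 0.1% BSA | Read-out basis: Percent drop in bead-associated FITC signal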
SUMO Mot1 rescue = blocks SUMOylation pathway, rescuing yeast Mot1-301 growth; S. cerevisiae Mot1-301 growth rescue, ATP luminescence, 38.5C; percent above DMSO median, 100 means doubled; growth rescue, % at 18.8 µM; actives 1% (n = 320,000); AID 2716;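 active means every valid replicate shows activation above 250% relative to neutral control wells; inactive means the rest, any valid replicate at or below 250%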;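 further: OY570 slx delta 5 strain wells were the positive control but not used for scaling; some compounds called inactive have numbers as strong as hits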
DSG3 Ab inh = human desmoglein-3 autoantibody binding inhibition; P32926; DSG3-coupled beads, scFv-anti-DSG3-GFP binding, flow cytometry; stronger effect = lower value; binding (percent of control), % at 10 µM; actives 0.48% (n = 310,000);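 active means binding more than 3 SD below its plate's average and above zero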;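 further: hits lower antibody fragment binding to DSG3; some compounds called inactive have numbers as strong as hits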
PfHsp90 yeast 2 = growth inhibition of yeast expressing Plasmodium Hsp90 | inhibition, % at 9.4 µM | S. cerevisiae expressing PfHsp90, BacTiter-Glo ATP, 48 h; yeast lacking PDR1 and PDR3 efflux regulators | actives 0.32% (n = 310,000);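 active means every replicate shows inhibition above about 80%, whatever the replicate mean, limit read from the data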;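 further: 0% = DMSO neutral controls and 100% = 20 µM radicicol positive controls; yeast relying on Plasmodium falciparum Hsp90 in place of its own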
MOR-DOR inv ag = mu-delta opioid heterodimer inverse agonism. P35372+P41143. cell-based MOR-DOR heterodimer luminescence. inhibition, % at 9.3 µM. actives 0.21% (n = 340,000); in the data active means inhibition above about 22%, passing the limit was not always enough;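 further: 0% = cells with DMSO and 100% = wells without cells with DMSO; values of inactives mirror those of a sister screen read the other way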
Target sequence (P35372 whole entry, looked up): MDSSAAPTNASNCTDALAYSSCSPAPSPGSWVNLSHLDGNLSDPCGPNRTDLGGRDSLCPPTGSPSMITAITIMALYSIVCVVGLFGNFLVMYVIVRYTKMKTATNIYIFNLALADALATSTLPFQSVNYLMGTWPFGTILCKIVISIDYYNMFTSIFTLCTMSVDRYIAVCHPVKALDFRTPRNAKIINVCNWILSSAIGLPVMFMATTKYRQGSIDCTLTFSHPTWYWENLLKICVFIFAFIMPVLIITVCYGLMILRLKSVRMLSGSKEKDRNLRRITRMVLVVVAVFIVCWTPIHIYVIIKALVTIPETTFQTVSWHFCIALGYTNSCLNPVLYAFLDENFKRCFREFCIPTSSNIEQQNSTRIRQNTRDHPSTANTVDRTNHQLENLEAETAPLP
Target sequence (P41143 whole entry, looked up): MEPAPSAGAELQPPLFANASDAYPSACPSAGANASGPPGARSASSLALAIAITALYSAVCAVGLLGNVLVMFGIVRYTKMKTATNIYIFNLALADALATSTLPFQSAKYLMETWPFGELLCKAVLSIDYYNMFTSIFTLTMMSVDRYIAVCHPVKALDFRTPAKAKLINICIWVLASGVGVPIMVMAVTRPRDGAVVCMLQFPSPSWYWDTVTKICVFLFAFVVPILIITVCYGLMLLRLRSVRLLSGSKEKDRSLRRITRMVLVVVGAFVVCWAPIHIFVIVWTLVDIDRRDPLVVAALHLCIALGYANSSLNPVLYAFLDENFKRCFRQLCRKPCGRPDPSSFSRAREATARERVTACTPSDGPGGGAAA
OPRM1-OPRD1 ag = OPRM1-OPRD1 heterodimerization agonism; actives 0.3% (n = 340,000); activation, % at 9.3 µM; cells, luminescence; P35372+P41143; in the data active means activation above about 18%;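 further: 0% = vehicle-treated cells and 100% = reference agonist; values of inactives mirror those of a sister screen read the other way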
The depositor's hits bear a star; i = inactive; nt = not tested or not shown.

SMILES | Tat transport | phage Ecoli inh | PKA-R1A act | AddAB inh | E coli growth | Arrestin-AP2 inh | SUMO Mot1 rescue | DSG3 Ab inh | PfHsp90 yeast 2 | MOR-DOR inv ag | OPRM1-OPRD1 ag
Cc1cccc(C(=O)NCC2CCN(C(=O)c3cccc(C)c3)CC2)c1 | -2 | 1.9 | 7 | -0.3 | -1.0 | -5 | 13 | 103 | 14 | 1 | -0.1
O=C(N/N=C/c1cc(Br)cs1)c1c[nH]c2ccccc12 | 9 | 1.1 | -6 | -0.1 | -0.8 | -6 | 67 | 109 | 14 | 6 | -1.2
O=S1(=O)CCOCCCN1Cc1cccc(F)c1 | 4 | 0.8 | 2 | -0.1 | -4.0 | nt | -3 | 106 | -7 | 9 | -1.6
CCOC(=O)C(C)Sc1ccc2nnc(CCNS(=O)(=O)c3ccccc3)n2n1 (centres undefined) | -3 | 1.7 | -4 | 0.4 | -0.2 | -2 | -5 | 102 | -1 | 5 | -1.0
Cc1cccc(S(=O)(=O)NNC(=O)c2sc(C)nc2C)c1 | -7 | 2.5 | -5 | 0.6 | -0.5 | 5 | -15 | 103 | -26 | 4 | -0.6
COc1ccccc1N1CCN(C(=O)c2cc(=O)c3cc(C)cc(C)c3o2)CC1 | -1 | 1.0 | -7 | -4.2 | -1.0 | 9 | -5 | 94 | -19 | 13 | -2.3
Cc1ccc(/C=N/N2CCN(C3c4ccccc4-c4ccccc43)CC2)s1 | -8 | 3.0 | -11 | 3.3 | 0.7 | 15 | 20 | 110 | -14 | 3 | -0.6
COc1cccc(N2CCN(Cc3cccnc3)CC2)c1 | -1 | -0.9 | 6 | 2.5 | 1.8 | -9 | 5 | 102 | 20 | 4 | -0.7
COc1ccc(NC(=O)CCCNC(=O)c2ccc(Cl)cc2)c(OC)c1 | -4 | 2.1 | -1 | 1.2 | -2.7 | 18 | -2 | nt | 7 | 5 | -0.7
COc1ccc(/C(N)=N/OC(=O)CSc2ccc(C)cc2)cc1 | 3 | 2.8 | -13 | 1.6 | -0.3 | 28 | 12 | 102 | nt | -9 | 1.7
O=S1(=O)CCN(Cc2ccc(Cl)c(C(F)(F)F)c2)CC1 | -3 | 3.7 | -2 | 1.5 | -0.2 | -1 | 146 | 100 | 10 | -8 | 1.1
COc1ccccc1NC(=O)c1cnc2c(-c3ccccc3)c(C)nn2c1C | -2 | 1.1 | 7 | -1.6 | -5.1 | 6 | 8 | 102 | 0 | 0 | 0.0
CC(C)Cn1c(CCCNC(=O)c2ccc(F)cc2)nc2ccccc21 | 0 | 1.2 | -9 | -2.0 | -4.4 | 0 | -9 | 104 | -26 | 1 | -0.1
CC(=O)c1cccc(NC(=O)C2CC(=O)N(c3cccc(C)c3C)C2)c1 (centres undefined) | 0 | 1.2 | 0 | -0.2 | -0.4 | 15 | -1 | 88 | 17 | 14 | -2.7
Cc1ccc(CNC(=O)c2nnc(CS(=O)(=O)c3ccccc3)o2)cc1 | 0 | 1.1 | -12 | 0.5 | -2.2 | -6 | -7 | 102 | 10 | 6 | -1.0

The closing five compounds of the section before lead into the next.
SMILES | Tat transport | phage Ecoli inh | PKA-R1A act | AddAB inh | E coli growth | Arrestin-AP2 inh | SUMO Mot1 rescue | DSG3 Ab inh | PfHsp90 yeast 2 | MOR-DOR inv ag | OPRM1-OPRD1 ag
O=S1(=O)CCN(Cc2ccc(Cl)c(C(F)(F)F)c2)CC1 | -3 | 3.7 | -2 | 1.5 | -0.2 | -1 | 146 | 100 | 10 | -8 | 1.1
COc1ccccc1NC(=O)c1cnc2c(-c3ccccc3)c(C)nn2c1C | -2 | 1.1 | 7 | -1.6 | -5.1 | 6 | 8 | 102 | 0 | 0 | 0.0
CC(C)Cn1c(CCCNC(=O)c2ccc(F)cc2)nc2ccccc21 | 0 | 1.2 | -9 | -2.0 | -4.4 | 0 | -9 | 104 | -26 | 1 | -0.1
CC(=O)c1cccc(NC(=O)C2CC(=O)N(c3cccc(C)c3C)C2)c1 (centres undefined) | 0 | 1.2 | 0 | -0.2 | -0.4 | 15 | -1 | 88 | 17 | 14 | -2.7
Cc1ccc(CNC(=O)c2nnc(CS(=O)(=O)c3ccccc3)o2)cc1 | 0 | 1.1 | -12 | 0.5 | -2.2 | -6 | -7 | 102 | 10 | 6 | -1.0
Cn1ccnc1C(O)(c1ccccc1)c1nccn1C | -5 | 2.4 | -1 | -0.3 | 4.0 | -22 | -1 | 88 | -18 | 16 | -3.0
COc1ccc(CCNC(=O)CCOc2ccc(C)cc2)cc1OC | -5 | 1.2 | -3 | -2.8 | -1.3 | -4 | i | 102 | -5 | 10 | -2.0
CCC(CC)c1nnc(NC(=O)c2ccc(N3CCCCC3)c([N+](=O)[O-])c2)s1 | 5 | 3.1 | -5 | 4.0 | 0.4 | 5 | 128 | 85 | 10 | 7 | -1.4
COc1cccc(NC(=O)CC2C(=O)NCCN2C(=S)Nc2ccc(F)cc2)c1 (centres undefined) | 4 | 2.2 | 3 | 1.2 | 0.1 | -5 | 4 | 93 | -5 | 4 | -0.7
CC(C)CCNC(=O)CSc1nc2ccccc2c(=O)[nH]1 | -8 | 4.2 | -7 | 1.2 | 0.2 | 11 | -36 | 92 | 5 | 11 | -2.1
Cc1c(OCC(=O)N(C)C)ccc2c3c(c(=O)oc12)CCCCC3 | -5 | 5.6 | 1 | 1.7 | -2.0 | 4 | 3 | 86 | nt | 16 | -2.6
CCOc1ccccc1-c1nc(SCC(=O)O)n[nH]1 | -6 | 0.9 | -9 | 1.3 | -0.7 | 16 | -3 | 97 | nt | 13 | -2.8
O=c1cc(O)c(-c2cccc(Cl)c2)c(Cl)[nH]1 | 1 | 2.1 | -2 | 1.9 | -0.6 | 10 | -6 | nt | 12 | 12 | -2.3
O=C(C1=C(O)C(=O)N(CCN2CCOCC2)C1c1ccc(Br)cc1)c1cc2ccccc2o1 (centres undefined) | -1 | -1.3 | -8 | -0.3 | -1.9 | 47 | -1 | 99 | -1 | 13 | -2.5
C/C(=N\Nc1ccc(C#N)cc1[N+](=O)[O-])c1ccc(C)o1 | nt | 3.0 | nt | 2.6 | 1.2 | 8 | 3 | 102 | nt | nt | nt
Cn1c(=NC(=O)CSCC(=O)N2CCOCC2)sc2ccccc21 | -3 | 0.5 | -7 | 3.0 | -1.4 | -7 | 152 | 98 | -21 | 5 | -1.2
CNC(=S)Nc1cc(C(F)(F)F)ccc1Cl | -10 | 3.7 | -8 | 3.1 | -0.9 | 7 | 8 | 90 | -2 | 13 | -2.1
COC(=O)c1c(C#N)c(N)nc2c1CCCC2 | -6 | 1.7 | 4 | 0.1 | -0.8 | 2 | 1 | 97 | -1 | 3 | -0.5
CCN1CCN(S(=O)(=O)c2ccc(C(=O)Nc3ccccc3)cc2)CC1 | 0 | 1.0 | -5 | 0.9 | -0.3 | -14 | -34 | 104 | -6 | 9 | -1.3
CC(C)CCOCC(=O)Oc1ccccc1C(=O)O | 7 | 0.7 | -7 | 3.8 | -0.9 | 0 | -19 | 104 | 4 | 12 | -2.3
COc1cccc(NC(=O)C2CC(=O)N(Cc3ccco3)C2)c1 (centres undefined) | 8 | 1.4 | -2 | 1.3 | -1.1 | -45 | -8 | 104 | 14 | 2 | -0.3
CCOc1ccc(Nc2nnc(Cc3ccc(OC)cc3)c(=O)[nH]2)cc1 | -7 | 2.9 | 9 | 2.8 | 0.4 | 11 | 10 | 98 | -13 | 4 | -0.7
NNc1nc(-c2ccccc2)cc(-c2ccccc2)n1 | -3 | 3.4 | -11 | -0.5 | 0.1 | 25 | nt | 103 | -55 | 52* | -11
COc1ccc(C(=O)c2cc3c(cc2[N+](=O)[O-])OCCO3)cc1 | -6 | 6.1 | -9 | 1.2 | 0.2 | 4 | -3 | 105 | 9 | -8 | 1.1
O=C(N/N=C/c1cccs1)c1ccc2ncccc2c1 | 1 | 0.8 | 7 | 3.5 | -0.8 | 3 | -7 | 111 | -18 | 9 | -1.7
COc1ccc(C(=O)NC(C)c2nnc(SCC(=O)Nc3nc(C)cs3)n2C)cc1 (centres undefined) | -6 | -0.2 | -5 | 2.3 | -1.1 | 2 | -30 | 100 | 0 | 20 | -3.9
O=C(CC(CC(=O)c1ccccc1)c1ccccn1)c1ccccc1 | 2 | 4.0 | 16 | nt | nt | 5 | nt | 95 | 7 | 10 | -2.3
c1ccc2sc(NC3=NCN(CCN4CCOCC4)CN3)nc2c1 | -8 | 3.5 | -7 | 1.4 | 0.8 | 38 | 2 | 78* | 17 | 9 | -1.6
Cc1ccc(CNS(=O)(=O)c2ccc(-n3cnnn3)c(C)c2)cc1 | 10 | -0.2 | -1 | 0.3 | 0.0 | -6 | -10 | 109 | -3 | -2 | 0.4
CC1=CC(C)(C)N2C(=O)C3(C(C#N)=C(N)Oc4cc(O)ccc43)c3c(C)c(C)cc1c32 (centres undefined) | 8 | nt | -9 | 2.6 | 1.2 | -1 | -18 | 100 | -22 | -13 | 2.4
CCC(c1nnc(SCC(=O)Nc2cc(C)on2)o1)N(C)C (centres undefined) | 4 | -2.0 | -5 | -0.1 | 0.7 | -15 | 2 | 101 | 0 | 6 | -1.7
Fc1ccc(N/N=C(/c2ccccc2)c2ccccn2)cc1 | -1 | 0.7 | 0 | 2.4 | 1.0 | 3 | 67 | 100 | -3 | -5 | 0.7
CC(=O)Nc1ccc(S(=O)(=O)Nc2ccccc2N2CCOCC2)cc1 | -6 | 3.4 | -7 | 0.5 | 1.1 | 2 | 4 | 96 | 26 | -3 | 0.7
COc1ccc(O)c(C2=Nc3ccccc3N=C(c3ccco3)C2)c1 | -10 | 2.7 | -12 | -1.6 | 2.9 | 11 | 4 | 109 | -2 | -4 | 0.8
C(=N\Nc1nc(-c2ccccc2)cs1)/c1cccs1 | -4 | 0.6 | -4 | 1.4 | -1.7 | 3 | -6 | 104 | -9 | -26 | 5.3
CCn1c(C)c(C)c2cc(C(=O)Nc3cccc(Cl)c3)ccc21 | -6 | 4.7 | -1 | 4.0 | 1.4 | -4 | -3 | 100 | -11 | 5 | -1.1
COc1ccc(Cc2noc(CN3CCNC(=O)CC3)n2)cc1OC | -5 | 3.0 | 2 | 3.9 | 1.3 | 20 | -6 | 102 | 10 | 2 | -0.3
CC(NC(=O)C1CCCCC1)c1ccc2c(c1)OCCO2 (centres undefined) | -1 | 2.2 | -5 | 0.1 | -0.8 | 24 | -4 | 103 | -8 | 2 | -0.3
